# CCHFV vOTU inh: CCHFV vOTU protease inhibitors, primary screen, biochemical, Pep-AMC substrate, fluorescence; inhibition, % at 11.5 µM; 0.55% of 370,000 active; further: 0% = vehicle wells with enzyme and 100% = no enzyme wells
# Mtb BioA inh: M. tuberculosis BioA enzyme inhibitors, primary screen, biochemical, plate reader, single point, HTS; AID 602481, 2012; 0.096% of 360,000 active; purified M. tuberculosis BioA enzyme; 7,8-diaminopelargonic acid synthase BioA (Mycobacterium tuberculosis); inhibition, % at 9.99 µM; in the data active means inhibition above about 40%; inconclusive means no clear call, values can overlap the other calls
# Mtb FBA inh: Mtb FBA enzyme inhibitors, primary screen, biochemical, fluorescence, strain H37Rv | Fructose-bisphosphate aldolase (Mycobacterium tuberculosis (strain ATCC 25618 / H37Rv)), … | purified M. tuberculosis FBA, fluorescence read-out | inhibition, % at 1 µM | 2.3% of 360,000 active | AID 588726, 2011; in the data active means inhibition above about 27%;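 further: 0% = vehicle and 100% = reference inhibitor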
# Target sequence (P9WQA3 whole entry, looked up): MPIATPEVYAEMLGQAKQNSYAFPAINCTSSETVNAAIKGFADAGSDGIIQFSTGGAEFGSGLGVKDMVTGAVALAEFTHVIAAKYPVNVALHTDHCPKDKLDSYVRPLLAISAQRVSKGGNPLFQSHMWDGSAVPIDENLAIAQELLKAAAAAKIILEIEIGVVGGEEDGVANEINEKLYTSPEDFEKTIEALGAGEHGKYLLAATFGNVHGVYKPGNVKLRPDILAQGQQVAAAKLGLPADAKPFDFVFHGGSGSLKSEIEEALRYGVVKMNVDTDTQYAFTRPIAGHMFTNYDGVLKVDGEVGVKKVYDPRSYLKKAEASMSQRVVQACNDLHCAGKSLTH
# MazEF act: activators of E. coli MazEF toxin-antitoxin RNase, primary screen, biochemical, fluorescence, uHTS; FAM/BHQ RNA-DNA oligo cleavage fluorescence, 5 h; activation, % at 20 µM; 0.32% of 350,000 active; AID 504720, 2011; in the data active means activation above about 50%
# Target sequence (P0AE70 whole entry, looked up): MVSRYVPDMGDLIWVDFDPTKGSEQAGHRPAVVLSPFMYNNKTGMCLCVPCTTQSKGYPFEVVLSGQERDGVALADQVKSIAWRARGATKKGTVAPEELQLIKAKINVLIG
# UGM FP inh: M. tuberculosis UGM enzyme inhibitors, primary screen, biochemical, fluorescence polarization, single point. purified UGM, fluorescence polarization probe displacement. inhibition, % at 10 µM. 0.06% of 320,000 active. AID 504406, 2011; in the data active means inhibition above about 10%, passing the limit was not always enough; inconclusive means no clear call, values can overlap the other calls
# GDH-TPI counter: GDH-TPI coupling enzyme inhibitors, primary screen, artefact control for M. tuberculosis FBA inhibitor project, biochemical, absorbance, full deck | GDH-TPI coupled enzyme counterscreen, NADH absorbance | inhibition, % at 4.8 µM | AID 588335, 2011 | 1.2% of 360,000 active;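 further: 0% = DMSO wells and 100% = wells lacking the enzyme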
# VHR inh abs: VHR1 phosphatase inhibitors, primary screen, biochemical, absorbance, uHTS; Dual specificity protein phosphatase 3 (Homo sapiens), P51452; recombinant VHR phosphatase, pNPP absorbance; inhibition, % at 13.3 µM; 0.52% of 290,000 active; AID 1654, 2009; in the data active means inhibition above about 50%; further: some compounds called inactive have numbers as strong as hits
# Target sequence (P51452 whole entry, looked up): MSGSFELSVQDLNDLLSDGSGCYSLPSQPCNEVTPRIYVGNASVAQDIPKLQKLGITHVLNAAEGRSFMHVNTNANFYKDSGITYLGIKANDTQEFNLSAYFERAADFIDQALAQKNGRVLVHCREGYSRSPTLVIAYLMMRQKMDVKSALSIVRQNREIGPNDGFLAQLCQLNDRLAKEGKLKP
# BoNT F protease: BoNT/F light chain protease inhibitors, primary screen, biochemical, flow cytometry, MLPCN library; Multiplex microsphere protease cleavage assay; inhibition, % at 10 µM; 0.22% of 360,000 active; AID 588497, 2011; in the data active means inhibition above about 35%, passing the limit was not always enough; inconclusive means no clear call, values can overlap the other calls; further: plate controls were buffer without enzyme for full effect and enzyme alone for no effect
# FadD28 FP inh: inhibitors of FadD28 bisubstrate probe binding, primary screen, biochemical, fluorescence polarization, single point; inhibition, % at 12.5 µM; Mycobacterium tuberculosis FadD28 fatty-acid-AMP ligase; 0.22% of 360,000 active; in the data active means inhibition above about 8.5%, passing the limit was not always enough; inconclusive means no clear call, values can overlap the other calls
# Rv3671c protease: Rv3671c serine protease inhibitors, primary screen, biochemical, fluorescence polarization, M. tuberculosis H37Rv. P9WHR9. inhibition, % at 5.96 µM. 0.048% of 320,000 active; in the data active means inhibition above about 38%;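 further: extracellular domain of Rv3671c used as enzyme; 0% = enzyme with DMSO and 100% = no enzyme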
# Target sequence (P9WHR9 whole entry, looked up, the tested form may be a part): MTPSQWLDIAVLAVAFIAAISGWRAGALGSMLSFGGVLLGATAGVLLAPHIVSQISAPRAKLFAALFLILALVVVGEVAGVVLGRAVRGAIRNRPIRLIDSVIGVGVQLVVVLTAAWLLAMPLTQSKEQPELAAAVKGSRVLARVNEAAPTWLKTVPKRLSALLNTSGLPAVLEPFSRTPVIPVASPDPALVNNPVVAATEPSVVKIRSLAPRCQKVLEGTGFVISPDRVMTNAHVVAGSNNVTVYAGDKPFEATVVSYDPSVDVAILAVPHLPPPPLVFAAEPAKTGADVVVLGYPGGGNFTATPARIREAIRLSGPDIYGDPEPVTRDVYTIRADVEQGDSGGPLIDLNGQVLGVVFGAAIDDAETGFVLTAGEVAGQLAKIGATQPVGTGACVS
# * marks the source's active call; other numbers are inactive results; ? = inconclusive; . = no result given. Unless noted, no stated cut-off is given here; in the data, active means inhibition above about 30%; inactive means the rest.
SMILES,CCHFV vOTU inh,Mtb BioA inh,Mtb FBA inh,MazEF act,UGM FP inh,GDH-TPI counter,VHR inh abs,BoNT F protease,FadD28 FP inh,Rv3671c protease
CC1(C)CCC[C@@]2(C)CC=C(C(=O)O)[C@@H]3C[C@]312,-2,-1.7,4,-2,1.4,2,.,3,9.1*,1
COc1ccc(C)cc1NC(=O)CSc1ccc(-c2ccco2)nn1,7,2.1,2,1,2.8,7,15,-6,-3.2,1
O=C(COc1ccccc1Cl)N1CCNC1=O,-1,.,1,3,.,4,.,1,-1.6,.
O=C(COC(=O)[C@@H]1CCCN1S(=O)(=O)c1ccccc1F)c1ccccc1,-13,1.5,-4,-2,-3.7,-1,10,-3,-0.7,-1
COC(=O)C[N+](C)(C)C/C=C\c1ccccc1,-3,.,9,8,-2.9,-3,23,-4,.,-5
O=C(Nc1cccc(O)c1)c1noc2c1CCCCC2,-12,.,-2,4,3.6,4,6,2,-0.4,3
CC1CCN(S(=O)(=O)c2cccc(C(=O)N(C)C3CCS(=O)(=O)C3)c2)CC1 (stereo not given),3,2.2,2,3,0.9,-8,10,-11,-3.9,4
Cc1cccnc1C(NC(=O)C1CCN(Cc2ccc(Cl)cc2)CC1)c1ccc(F)cc1 (stereo not given),-5,-1.1,1,.,.,-4,.,-7,-3.2,.
CCC(=O)NCCc1nc2cc(NC(=O)Nc3ccccc3)ccc2n1C,-5,-0.7,0,-1,-0.1,-7,-5,-7,0.9,-6
Cc1cccc(/C=C/c2nc3ccccc3c(=O)[nH]2)c1,-8,.,2,9,0.6,23,7,0,-1.1,-8
CCc1ccc(-c2cc(C)no2)cc1S(=O)(=O)NCCc1ccccc1,5,.,-1,11,-2.7,-6,-3,-7,-2.2,-8
COc1ccc(CC2C(=O)OC(C)(C)OC2=O)c(Cl)c1OC,-17,-0.1,0,-4,-0.1,9,4,15,2.8,4
COCCCNC(=O)CCSc1ccc(Cl)cc1,-13,0.5,4,3,1.8,3,6,9,0.1,-11
Cc1cc(C)nc(NC(=O)CCC2CCCC2)c1,11,2.1,-1,-5,-3.6,2,12,26,-4.2,1
COc1ccc(/C=C2/C(=O)NC(=O)N(C3CCCCC3)C2=O)cc1CSc1ccccn1,10,.,.,.,-1.3,.,11,.,.,-8
Cc1ccc(C2Nc3ccccc3C(=O)N2CCN2CCNC2=O)cc1 (stereo not given),-106,.,96*,4,5.7,-7,-31,?,-1.9,12
O=Nc1c(-c2cccc([N+](=O)[O-])c2)nc2ncccn12,12,-1.7,3,.,-0.1,2,18,.,-0.6,13
CCOc1ccccc1NC(=S)NCCc1ccccc1,-4,.,-7,1,2.1,7,26,-1,-2.6,-1
[O-]C(=C(C(=S)Nc1cccc2ccccc12)[n+]1ccccc1)c1ccc2c(c1)OCCO2,.,.,7,6,.,17,.,-32,-2.5,.
NC(=O)c1c(NC(=O)c2cccnc2Cl)sc2c1CCCC2,6,0.6,4,6,1.4,9,-1,-3,-1.0,-13
Cc1cc(C)nc(SCc2cc(=O)c(OC(=O)c3ccc(Br)o3)co2)n1,-14,0.1,4,-3,3.3,7,3,-11,-2.1,3
O=C(CN1CCCCC1)N1CCN(S(=O)(=O)c2ccccc2)C1,5,-1.8,4,1,2.4,-3,-2,-5,0.3,3
Cc1ccc(S(=O)(=O)N2C(=O)CCC2C(=O)Nc2ccc3c(c2)OCCO3)cc1 (stereo not given),-1,-1.8,0,1,-0.9,-1,4,-1,-3.1,3
O=C(Nc1ccc(Cl)cc1C(F)(F)F)c1ccc(Cl)cc1,15,-1.6,5,9,2.8,13,4,-6,0.9,1
CCCCn1cnc2c1c(=O)n(CC(=O)c1cc(C)n(C)c1C)c(=O)n2CC(C)C,19,2.9,-4,2,1.0,10,-8,-12,-0.8,-1
Cc1cccc(N2CCN(S(=O)(=O)c3c(C)[nH]c(C)c3C(=O)N3CCCC3)CC2C)c1 (stereo not given),-14,-0.8,0,10,-0.5,4,11,-6,-2.6,8
Nc1nc(N)c2c(ccc3c2ccn3Cc2cccc([N+](=O)[O-])c2)n1,10,.,2,.,.,.,.,-14,-14,.
CCOC(=O)C1(Cc2cccc(F)c2)CCN(Cc2cnc(C)s2)CC1,-3,-0.5,9,2,3.3,7,39,-3,-0.7,2
CCC(=NCc1ccco1)c1c(O)n(C)c(=O)n(C)c1=O,0,.,0,7,-2.1,2,8,-5,-0.6,6
Cc1ccnc(NC(=O)COc2ccc(Cl)cc2)n1,-15,2.0,0,2,1.3,-9,31,-7,-4.0,16
C[C@H](NC(=O)N1CCn2c1nc1ccccc12)C(=O)N1CCCCC1,-6,-1.0,-9,9,0.2,0,7,3,-1.5,4
COc1ccc(C)cc1NC(=O)C1CCCN(S(=O)(=O)c2ccc(-n3cnnn3)cc2)C1 (stereo not given),-2,0.8,1,8,0.5,-7,2,-14,0.3,2
Cc1ccc(OCCNC(=O)C(C)SCC(=O)Nc2ccc(F)cc2)cc1 (stereo not given),0,-0.1,0,8,1.0,0,.,-1,-3.7,-9
Cc1ccc(-n2nc(CC#N)c(C#N)c2N)cc1Cl,10,.,1,-2,2.9,6,5,-2,-3.3,-15
CN(C)C(=S)NC(=O)C12CC3(C)CC(C)(CC(C)(C3)C1)C2,18,0.5,-1,1,-1.9,-6,9,?,-0.5,-2
Cc1ccccc1C(=O)NN1CCOCC1,-8,.,-5,7,-0.6,-4,2,5,-1.8,2
COc1ccc(Nc2cc(C(=O)NCc3ccco3)c3ccccc3n2)c(OC)c1,-17,.,0,-2,0.3,7,13,-6,-1.6,5
O=S(=O)(c1ccc(Oc2ccc(Cl)cc2)nc1)N1CCOCC1,7,.,5,-4,-0.7,6,.,-2,-1.5,3
Cc1cccn2c(=O)c(C(=O)NC3CCCCC3C)c(O)nc12 (stereo not given),-2,-0.7,9,-6,1.1,3,.,-5,-2.0,0
Cc1cc(C)c(S(=O)(=O)c2ccccc2C)c(OCCN(C)C)n1,-12,-1.9,-4,10,1.5,1,2,-18,-2.6,2
C=CCNC(=O)c1onc(CSc2ccncc2)c1C(=O)NCC=C,10,-4.3,3,2,-1.4,10,0,-10,-1.9,6
CN(C1CCS(=O)(=O)C1)S(=O)C12CC3CC(CC(C3)C1)C2 (stereo not given),4,.,2,-1,-0.2,-2,-4,-6,0.3,9
COc1ccccc1CNC(=S)Nc1cc(C)ccc1C,-9,.,2,2,-2.0,-6,29,0,-1.5,1
CC1CC(C)CN(S(=O)(=O)c2ccc(NC(=O)CCNC(=O)c3ccc([N+](=O)[O-])cc3)cc2)C1 (stereo not given),4,0.2,-1,9,-0.8,-8,.,-43,-4.7,-3
COc1ccc(C(=O)NCC(C)NC(=O)c2ccc(OC)c(Br)c2)cc1Br (stereo not given),-6,1.0,2,7,-0.7,0,.,.,-4.0,0

# Results in CCHFV vOTU inh, FadD28 FP inh and Rv3671c protease, for three of the compounds above:
Structure	CCHFV vOTU inh	FadD28 FP inh	Rv3671c protease
CN(C)C(=S)NC(=O)C12CC3(C)CC(C)(CC(C)(C3)C1)C2	18	-0.5	-2
Cc1ccccc1C(=O)NN1CCOCC1	-8	-1.8	2
COc1ccc(Nc2cc(C(=O)NCc3ccco3)c3ccccc3n2)c(OC)c1	-17	-1.6	5

# The list goes on:
SMILES,CCHFV vOTU inh,Mtb BioA inh,Mtb FBA inh,MazEF act,UGM FP inh,GDH-TPI counter,VHR inh abs,BoNT F protease,FadD28 FP inh,Rv3671c protease
CN1CCN(c2nc3cc(C(F)(F)F)ccc3n3cccc23)CC1,14,3.9,0,1,0.6,13,.,-15,-6.3,-3
Cc1ccc2c(c1)C1CN(C)CCC1N2C(=O)CCCN1C(=O)c2cccc3cccc(c23)C1=O (stereo not given),-5,1.1,6,8,2.0,15,-3,7,-3.2,4
O=C(NCc1ccccn1)C(C(=O)c1cccc([N+](=O)[O-])c1)n1cc(Cl)ccc1=O (stereo not given),1,.,-4,3,2.1,-6,30,-3,-4.1,7
COc1cccc(C=Cc2nccc3ccccc23)c1OC,6,2.1,3,3,.,29,.,-6,-5.0,.
Cn1c(=O)[nH]c(=O)c2c1nc(N1CCc3ccccc3C1)n2CCSc1nc2ccccc2s1,2,-0.3,-2,-46,0.7,10,13,-1,-1.4,2
O=C(Nc1ccc(F)cc1F)C1CCCN(c2ncnc3c2nc2n3CCCCC2)C1 (stereo not given),.,6.8,1,5,-3.0,-10,-2,-3,-1.0,-6
O=[N+]([O-])c1cc(-c2ccc(C(=S)N3CCOCC3)o2)ccc1Cl,9,.,-1,4,1.8,5,22,-5,2.4,9
COc1cc(C)ccc1S(=O)(=O)NC(=O)C1(C)CCN1C(=O)Cc1ccccc1Cl (stereo not given),-4,-0.2,4,.,.,8,.,-1,-2.0,.
COc1ccc(COc2ccc(C3C(S(=O)(=O)c4ccccc4)CON3C)cc2OC)cc1 (stereo not given),12,-0.4,-2,4,0.2,-2,39,-3,-1.5,5
OCCOCCOCCn1c2ccccc2c2ccccc21,-11,-0.7,-1,8,-3.1,6,3,0,-2.0,0
Cc1cccc(N2CCN(S(=O)(=O)c3c(C)nc4scc(C)n4c3=O)CC2)c1C,9,3.4,1,9,-0.8,2,18,6,0.9,-2
Fc1cccc(Cc2c(-c3cccc(Br)c3)nc3ccc(Cl)cn23)c1,20,0.4,3,.,.,.,.,21,-6.5,.
O=C(COc1ccccc1[N+](=O)[O-])OC1CCS(=O)(=O)C1 (stereo not given),11,-0.4,-4,-3,1.7,13,21,-10,-1.2,-5
O=C(O)CC1NC(=O)N(C2CCCCC2)C1=O (stereo not given),23,.,0,9,0.1,-3,21,-8,-2.5,2
O=C(O)CC(NC(=O)c1ccc2c(c1)OCO2)c1cccc([N+](=O)[O-])c1 (stereo not given),10,.,-2,12,4.5,-1,4,-8,-1.5,-2
CN(CC(=O)Nc1cccc(F)c1)C(=O)C1CCN(C(=O)c2ccc(Cl)cc2)CC1,-7,2.0,1,5,0.0,9,.,-4,-1.4,-2
COc1ccc(N(C)C(=O)c2oc(=O)c3ccccc3c2-c2ccc(C)cc2)c(OC)c1,2,-1.2,1,5,-2.4,11,0,1,-0.7,5
COc1ccc(OC)c(CCNC(=O)c2ccc(CS(=O)Cc3cccc(Cl)c3)o2)c1 (stereo not given),8,2.3,-1,-3,-1.3,-6,-2,-4,-2.6,-3
CCOC(=O)C1=C(N)OC2=C(C(=O)CC(C)(C)C2)C1c1ccc(C)s1 (stereo not given),7,.,-2,0,-3.3,9,-1,-4,-6.6,8
Cc1ccc(CSCC(=O)N(C)CC(=O)Nc2cccc(F)c2)cc1,-4,.,0,3,-1.8,4,.,?,-0.6,-1
O=c1oc2ccccc2c(O)c1Cc1cc(Cl)c2cccnc2c1O,0,.,-3,-5,1.7,8,14,-8,-2.1,8
Cc1cc([N+](=O)[O-])nn1CC(=O)Nc1nccs1,4,-1.5,-1,17,.,4,0,-3,-2.7,3

# Compounds above with bromine:
SMILES,CCHFV vOTU inh,Mtb BioA inh,Mtb FBA inh,MazEF act,UGM FP inh,GDH-TPI counter,VHR inh abs,BoNT F protease,FadD28 FP inh,Rv3671c protease
Cc1cc(C)nc(SCc2cc(=O)c(OC(=O)c3ccc(Br)o3)co2)n1,-14,0.1,4,-3,3.3,7,3,-11,-2.1,3
COc1ccc(C(=O)NCC(C)NC(=O)c2ccc(OC)c(Br)c2)cc1Br (stereo not given),-6,1.0,2,7,-0.7,0,.,.,-4.0,0
Fc1cccc(Cc2c(-c3cccc(Br)c3)nc3ccc(Cl)cn23)c1,20,0.4,3,.,.,.,.,21,-6.5,.

# Bioassay records (PubChem BioAssay)
